Screens from PubChem.
Salmonella PhoP GFP: PhoP-dependent GFP reporter repression – Salmonella Typhimurium, primary screen (AID 1863); inhibition, % at 50 µM; hits with a dose series show IC50 in µM; actives 0.16% (n = 300,000); S. Typhimurium PhoP-regulated promoter GFP reporter, 4 h; higher % means a stronger effect;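 active = inhibition over 29.93%, a cutoff 3 SD above the screen mean, later confirmed by dose response; inconclusive = inhibition over 29.93% but no dose response follow-up; inactive = inhibition at most 29.93% or unconfirmed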;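 note: 0% = low Mg2+ inducing control and 100% = high Mg2+ repressing control; strong numbers were not always called active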
human PMI inhibition: MPI enzyme activity inhibition – biochemical, fluorescence intensity, coupled assay, primary screen (AID 1209). purified PMI enzyme, coupled fluorescence intensity; higher % means a stronger effect. inhibition, % at 20 µM, or IC50 in µM where a hit was titrated. actives 0.42% (n = 190,000);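 note: plate controls were DMSO vehicle for no effect and wells lacking substrate for full effect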
WT yeast gro inh: growth inhibition of WT yeast, mitochondrial fusion screen. inhibition, % at 10 µM. actives 2.1% (n = 190,000). mitochondrial fusion phenotypic screen, WT strain; in the data active = inhibition above about 58%; tested in S. cerevisiae
RSV antiviral HEp-2: inhibition of RSV-induced cytopathic effect – HEp-2 cells, primary 10 µM value included (AID 2391); actives 0.13% (n = 310,000); HEp-2 cells, RSV-induced CPE inhibition; higher % means a stronger effect; CPE inhibition, % at 10 µM, or IC50 in µM where a hit was titrated; in the data active = a potency from the dose series; inconclusive = CPE inhibition mostly from about 23% at the one dose, without a potency; inactive = the rest, 99 in 100 with CPE inhibition below about 21%; note: strong numbers were not always called active
Myeloid diff 2: promotes myeloid progenitor differentiation | ER-HoxA9 myeloid progenitors, lysozyme-GFP differentiation, flow cytometry | calls only at 10 µM | actives 1% (n = 360,000) | AID 624256;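 active = normalized GFP-positive differentiation at or above the plate's own cutoff, the solvent-only control mean plus 3 SD; inconclusive = no clear call, values can overlap the other calls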;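 note: cells exposed to compound for four days before flow analysis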
human PMI inhibitors: MPI inhibition at elevated mannose 6-phosphate – biochemical, fluorescence intensity, high mannose 6-phosphate, primary screen (AID 1220); recombinant PMI enzyme, coupled fluorescence intensity; higher % means a stronger effect; inhibition, % at 20 µM, or IC50 in µM where a hit was titrated; actives 0.66% (n = 190,000)
TNAP activators: stimulation of alkaline phosphatase TNAP activity – biochemical, luminescent, no phosphate acceptor, uHTS, primary screen (AID 1001); actives 0.03% (n = 200,000); purified TNAP, luminescent activation assay, no phosphate acceptor; higher activation fold means a stronger effect; activation fold at 20 µM; hits with a dose series show EC50 in µM; in the data active = activation fold from about 3, or a potency from the dose series; inactive = the rest, 99 in 100 with activation fold below about 1.6; note: many of its hits are not listed in these tables
XIAP antagonists: XIAP antagonists, biochemical, IAP family, fluorescence polarization (AID 1018). XIAP BIR domain, fluorescence polarization peptide displacement; higher % means a stronger effect. actives 0.007% (n = 200,000). displacement, % at 20 µM; hits with a dose series show IC50 in µM; in the data active = displacement above about 50%; note: a part of the inactive calls stands beside numbers as strong as those of hits
Siah-1 displacement: Siah-1 peptide-binding antagonists, primary screen, biochemical, fluorescence polarization, rhodamine-plectin, uHTS (AID 1817); Siah-1 / rhodamine-plectin peptide fluorescence polarization; higher % means a stronger effect; actives 0.02% (n = 290,000); one-dose displacement, % at 20 µM; IC50 in µM for titrated hits;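 active = displacement of at least 50% at 20 µM, with a fluorescence ratio check between 0.3 and a set limit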;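 note: plate controls were Siah plus tracer with DMSO for no effect and tracer alone without Siah for full effect; strong numbers were not always called active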
WT yeast gro inh mutant strain: also measured in WT yeast gro inh; calls as there; inhibition, %; mitochondrial fusion phenotypic screen, mutant strain inhibition
Myeloid diff 2 GFP+ MAC1+ %: also measured in Myeloid diff 2; calls as there; GFP+ MAC1+ double positive, %; measured here: differentiation confirmed by MAC1 staining
An asterisk follows results filed as active; i = inactive; ? = inconclusive; · = not tested or not shown. Cut-off read from the data, not from the text of the source, unless noted: active = inhibition above about 50%; inactive = the rest.

#1 CCCCC(CC)C(=O)NCCc1ccc(S(N)(=O)=O)cc1 (stereo unspecified)
#2 CN(C)c1ccc(NC(=S)c2ccccn2)cc1
#3 CC(=O)C1=C(C)OC(N)=C(C#N)C1c1cc2cc(C)c(C)cc2nc1Cl (stereo unspecified)
#4 CCn1cc(C(=O)N2CCCC2)c(=O)c2cc(S(=O)(=O)N3CCC(C)CC3)ccc21
#5 CC(=O)NCCSCCNC(C)=O
#6 CC(/C=N/NC(=O)c1cc(-c2cccn2C)n[nH]1)=C\c1ccccc1
#7 O=C(C1CCN(S(=O)(=O)N2CCC3(CC2)OCCO3)CC1)N1CCN(Cc2ccccc2)CC1
#8 CC1(C)C(c2ccccc2)=NC(c2ccccc2)N1O (stereo unspecified)

Assay by compound	1	2	3	4	5	6	7	8
Salmonella PhoP GFP	3%	2%	4%	-10%	1%	1%	5%	11%
human PMI inhibition	8%	13%	1%	·	3%	·	-6%	-12%
WT yeast gro inh	12	40	9	·	0	·	14	11
WT yeast gro inh mutant strain	7	38	12	·	-20	·	-1	13
RSV antiviral HEp-2	-0.9%	2.9%	1.8%	3.7%	3.5%	2.4%	1.7%	0.6%
Myeloid diff 2	i	i	?	i	i	i	i	i
Myeloid diff 2 GFP+ MAC1+ %	1.7	0.8	·	0.4	1.3	0.1	3.0	2.8
human PMI inhibitors	12%	14%	-16%	·	12%	·	3%	-32%
TNAP activators	1.1	1	1	·	1	·	1	1.1
XIAP antagonists	-3.5%	-15%	-3.4%	·	-4.3%	·	-0.8%	-7.3%
Siah-1 displacement	4%	-3%	-1%	1%	0%	-5%	-1%	-3%

#9 CCOC(=O)c1cccc(NS(=O)(=O)c2c(C(=O)N3CCCCCC3)c(C)n(C)c2C)c1
#10 C/C(N)=C(/C#N)C(=O)CSc1nc2scc(-c3ccccc3)c2c(=O)n1C
#11 COc1cccc(C(=O)N2N=C(c3ccccc3)CC2(O)C(F)(F)F)c1 (stereo unspecified)
#12 COc1ccc(C(=O)Oc2cc3c4c(c2)C(C)=CC(C)(C)N4C(=O)C3=O)cc1OC
#13 COC(=O)c1c(NC(=O)CCCC(=O)O)sc2c1CCCCC2
#14 CCOC1CCc2c(C)nc(N)nc2S1 (stereo unspecified)
#15 O=C(NCC1CCCCC1)c1cccnc1
#16 Cc1ccc2[nH]c3c(c2c1)CCN(C)C3

Assay by compound	9	10	11	12	13	14	15	16
Salmonella PhoP GFP	4%	1%	6%	-8%	3%	4%	-3%	-2%
human PMI inhibition	·	5%	2%	7%	35%	·	·	·
WT yeast gro inh	·	-10	40	12	-14	·	·	·
WT yeast gro inh mutant strain	·	11	1	16	5	·	·	·
RSV antiviral HEp-2	-0.8%	-0.7%	7.7%	5.6%	2.0%	0.7%	0.2%	2.2%
Myeloid diff 2	i	i	i	i	i	i	i	i
Myeloid diff 2 GFP+ MAC1+ %	8.9	0.5	0.4	0.5	0.8	0.3	0.6	0.8
human PMI inhibitors	·	14%	5%	6%	20%	·	·	·
TNAP activators	·	1.1	1.1	1	1.1	·	·	·
XIAP antagonists	·	-5.8%	-5.5%	-8.4%	-2.6%	·	·	·
Siah-1 displacement	-5%	-2%	5%	-2%	7%	-1%	-8%	12%

#17 COC(=O)C1=C(CS(=O)(=O)c2cc(OC)ccc2OC)NC(=O)NC1c1ccc(O)c(OC)c1 (stereo unspecified)
#18 COc1ccccc1/C=N/NC(=O)CC(=O)NCc1ccccc1
#19 S=C(NCc1ccncc1)Nc1ccc(Br)cc1
#20 COc1ccccc1NCC(O)Cn1c2ccccc2c2ccccc21 (stereo unspecified)
#21 O=c1cc2n(c(=O)[nH]1)CCC1=C2CCCC1
#22 CCOc1ccc(CCNC(=O)c2cccc(N3CCCC3=O)c2)cc1OCC
#23 COc1cc(/C=N/n2c(-c3n[nH]c4c3CCC4)n[nH]c2=S)cc(OC)c1O
#24 O=C(Nc1nnc(-c2ccco2)s1)c1ccccc1

Assay by compound	17	18	19	20	21	22	23	24
Salmonella PhoP GFP	7%	-6%	12%	-4%	-5%	-7%	4%	-9%
human PMI inhibition	·	-10%	·	23%	-4%	0%	·	-13%
WT yeast gro inh	·	0	·	3	4	0	·	-2
WT yeast gro inh mutant strain	·	3	·	2	2	5	·	1
RSV antiviral HEp-2	1.4%	0.3%	5.0%	-3.1%	3.1%	1.3%	2.2%	7.8%
Myeloid diff 2	i	i	i	i	i	i	i	i
Myeloid diff 2 GFP+ MAC1+ %	3.2	0.1	0.3	2.7	0.6	1.5	0.2	3.0
human PMI inhibitors	·	-3%	·	22%	22%	1%	·	-9%
TNAP activators	·	1.1	·	1	1	1.2	·	1.1
XIAP antagonists	·	0.9%	·	-1.0%	-2.7%	-2.0%	·	-4.6%
Siah-1 displacement	1%	-7%	-1%	-2%	1%	2%	13%	-3%

Down the list, quoted from above:
Entries 17 to 22 in human PMI inhibition, in turn: ·, -10%, ·, 23%, -4%, 0%

Next section:
#25 COc1ccc(OC)c(S(N)(=O)=O)c1
#26 Cc1ccc2c(CC(=O)Nc3c(C)n(C)n(-c4ccccc4)c3=O)coc2c1
#27 Cc1ccc(S(=O)(=O)N2CCC(C)CC2)cc1C(=O)NCCN1CCOCC1
#28 CC(C)CC(C(=O)OCC(=O)Nc1cccc(Cl)c1)N1C(=O)C2CC=CCC2C1=O (stereo unspecified)
#29 CC1(C)CC(=O)CC(C)(C)N1OC(=O)c1ccccn1
#30 COc1cccc(CNCc2ccc(OC)cc2OC)c1
#31 Cc1cc(N2C(=O)c3ccc(C(=O)Nc4ccc(O)cc4C(=O)O)cc3C2=O)no1
#32 COCCc1ncc(CN2CCC(C(=O)Nc3ccc(-n4cccn4)cc3)CC2)cn1

Assay by compound	25	26	27	28	29	30	31	32
Salmonella PhoP GFP	0%	-4%	-2%	9%	2%	15%	0%	6%
human PMI inhibition	18%	3%	·	23%	9%	·	·	·
WT yeast gro inh	-2	13	·	32	-10	·	·	·
WT yeast gro inh mutant strain	21	14	·	11	-4	·	·	·
RSV antiviral HEp-2	0.9%	3.5%	2.5%	1.7%	0.4%	-0.4%	1.3%	1.2%
Myeloid diff 2	i	i	i	i	i	i	i	i
Myeloid diff 2 GFP+ MAC1+ %	7.8	2.0	0.7	0.3	0.6	0.7	0.8	2.3
human PMI inhibitors	13%	-5%	·	13%	7%	·	·	·
TNAP activators	1.1	1	·	1.2	1.1	·	·	·
XIAP antagonists	-1.3%	-1.5%	·	-5.4%	-1.8%	·	·	·
Siah-1 displacement	-1%	3%	9%	9%	4%	7%	-3%	12%

#33 C/C(CC(=O)Nc1ccc(Cl)cc1C(F)(F)F)=N\NC(=O)c1ccccn1
#34 Cc1ccc(C(=O)CC2(O)C(=O)N(Cc3ccccc3)c3ccccc32)o1 (stereo unspecified)
#35 CCOC(=O)c1cnc(SCC(=O)N2CCN(C(=O)c3ccco3)CC2)nc1N
#36 COc1ccc(C(C)(C)C)cc1S(=O)(=O)N1CCC(C(N)=O)CC1
#37 O=C(CCSCCC(=O)NCc1cccs1)NCc1cccs1
#38 N#Cc1c(F)cccc1N1CCN(Cc2ccc3c(c2)OCO3)CC1
#39 CC1=C/C(=C(/c2cc(C)c(O)c(Br)c2)c2ccccc2S(=O)(=O)O)C=C(Br)C1=O
#40 OCc1ccccc1N=c1ssnc1Cl

Assay by compound	33	34	35	36	37	38	39	40
Salmonella PhoP GFP	4%	3%	-10%	-7%	21%	3%	16%	27%
human PMI inhibition	·	4%	-4%	4%	5%	·	·	78%*
WT yeast gro inh	·	-4	-4	-1	5	·	·	3
WT yeast gro inh mutant strain	·	-28	6	6	0	·	·	1
RSV antiviral HEp-2	-1.1%	2.1%	0.7%	0.9%	0.2%	2.9%	0.3%	0.6%
Myeloid diff 2	i	·	i	i	i	i	i	·
Myeloid diff 2 GFP+ MAC1+ %	4.4	·	0.8	0.3	1.0	0.4	0.3	·
human PMI inhibitors	·	0%	4%	4%	14%	·	·	44%
TNAP activators	·	1.1	1	1.1	1.1	·	·	1.2
XIAP antagonists	·	0.9%	-4.2%	-6.6%	-3.6%	·	·	-18%
Siah-1 displacement	-1%	4%	0%	-3%	-3%	-8%	-18%	-3%

Rewritten with tabs: entries from further up.
#	SMILES	Salmonella PhoP GFP	human PMI inhibition	WT yeast gro inh	WT yeast gro inh mutant strain	RSV antiviral HEp-2	Myeloid diff 2	Myeloid diff 2 GFP+ MAC1+ %	human PMI inhibitors	TNAP activators	XIAP antagonists	Siah-1 displacement
14	CCOC1CCc2c(C)nc(N)nc2S1 (stereo unspecified)	4%	·	·	·	0.7%	i	0.3	·	·	·	-1%
34	Cc1ccc(C(=O)CC2(O)C(=O)N(Cc3ccccc3)c3ccccc32)o1 (stereo unspecified)	3%	4%	-4	-28	2.1%	·	·	0%	1.1	0.9%	4%
8	CC1(C)C(c2ccccc2)=NC(c2ccccc2)N1O (stereo unspecified)	11%	-12%	11	13	0.6%	i	2.8	-32%	1.1	-7.3%	-3%
39	CC1=C/C(=C(/c2cc(C)c(O)c(Br)c2)c2ccccc2S(=O)(=O)O)C=C(Br)C1=O	16%	·	·	·	0.3%	i	0.3	·	·	·	-18%

Continued:
#41 O=C(CN1CCOCC1)N/N=C/c1ccc(C(=O)O)cc1
#42 CCC1=C2CC[C@H]3C(=O)NC(=O)[C@H]3[C@H]2[C@@]2(Cc3ccccc3)C(=NCC(=O)OC)OC(=O)N2C1=O
#43 CNCC(=O)N1CCN(c2ncc(C(F)(F)F)cc2Cl)CC1
#44 O=C(CC1C(=O)NCCN1Cc1ccc(-c2ccccc2)cc1)NCc1ccncc1 (stereo unspecified)
#45 Cc1ccc(CN2CCN(/N=C/C(Br)=C\c3ccccc3)CC2)cc1
#46 O=C(COc1ccc2c(c1)oc(=O)c1ccccc12)NCCN1CCOCC1
#47 Nc1nnc(SCC(=O)NN2C(=O)NC3(CCCCC3)C2=O)s1
#48 COc1cc(OC)cc(-c2nc3nc(C)c(CCC(=O)NCC(OC)OC)c(C)n3n2)c1
#49 CCSc1nc(N)c(C#N)c(-c2ccco2)c1C#N

Assay by compound	41	42	43	44	45	46	47	48	49
Salmonella PhoP GFP	-4%	-6%	-5%	-2%	0%	5%	9%	-4%	3%
human PMI inhibition	-19%	·	-8%	2%	·	·	-11%	9%	16%
WT yeast gro inh	-19	·	8	9	·	·	2	-8	32
WT yeast gro inh mutant strain	10	·	10	9	·	·	12	-3	-1
RSV antiviral HEp-2	1.7%	0.6%	-2.6%	0.2%	7.4%	-0.8%	1.7%	0.0%	5.2%
Myeloid diff 2	i	i	i	i	i	i	i	i	i
Myeloid diff 2 GFP+ MAC1+ %	0.0	1.2	1.0	0.2	0.2	3.3	0.4	0.7	0.4
human PMI inhibitors	-17%	·	-2%	20%	·	·	-5%	10%	45%
TNAP activators	1.1	·	1.1	1.1	·	·	0.9	1.1	1.1
XIAP antagonists	-1.5%	·	-2.1%	-18%	·	·	-5.6%	-5.9%	-4.9%
Siah-1 displacement	20%	1%	7%	2%	0%	1%	-3%	3%	1%
